PLK1 PBD block = qHTS for Inhibitors of PLK1-PDB (polo-like kinase 1 - polo-box domain): Primary Screen; AID 720504, 2013; 360,000 tested, 2.8% active; Potency, µM, inactives show max response, negative = inhibition, usual class: inhibitors; Plk1 PBD binding of FITC phosphopeptide, fluorescence polarization; further: potency means the concentration at half of the fitted maximal effect; series mostly up to about 57 µM; on the % scale 0 is the no-effect control and ±100 the full control effect; nearly all actives have a fitted effect of over 65% in size
WRN helicase inh = qHTS for Inhibitors of WRN Helicase; Bifunctional 3'-5' exonuclease/ATP-dependent helicase WRN (Homo sapiens), Q14191; Potency, µM (doses to about 114 µM), for inactives: at the highest dose activity change, negative = inhibition, hits mostly inhibitors; AID 651768, 2012; WRN helicase unwinding, fluorescent forked duplex, kinetic; 360,000 tested, 0.46% active; further: potency means the concentration at half of the fitted maximal effect; on the % scale 0 is the no-effect control and ±100 the full control effect; nearly all actives have a fitted effect of over 55% in size
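WRN at 20 nM final was preincubated with compound for 15 min at room temperature; reaction started with 100 nM forked duplex oligonucleotide carrying fluorophore and quencher plus 2 mM ATP (final). Unwinding followed kinetically by red fluorescence (ex 525/em 598 nm).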
PI5P4K alpha inh = qHTS for Inhibitors of phosphatidylinositol 5-phosphate 4-kinase (PI5P4K); 330,000 tested, 1.2% active; PI5P4Kalpha enzyme, ADP-Glo luminescence, 60 min; stronger effect = lower value; Phosphatidylinositol 5-phosphate 4-kinase type-2 alpha (Homo sapiens), P48426; max response, %; active means max response of -50% or lower; inconclusive means between -30% and -50%; inactive means -30% or higher; further: value at the top dose of about 77 µM; on the % scale 0 is the no-effect control and ±100 the full control effect
Target sequence (P48426 whole entry, looked up): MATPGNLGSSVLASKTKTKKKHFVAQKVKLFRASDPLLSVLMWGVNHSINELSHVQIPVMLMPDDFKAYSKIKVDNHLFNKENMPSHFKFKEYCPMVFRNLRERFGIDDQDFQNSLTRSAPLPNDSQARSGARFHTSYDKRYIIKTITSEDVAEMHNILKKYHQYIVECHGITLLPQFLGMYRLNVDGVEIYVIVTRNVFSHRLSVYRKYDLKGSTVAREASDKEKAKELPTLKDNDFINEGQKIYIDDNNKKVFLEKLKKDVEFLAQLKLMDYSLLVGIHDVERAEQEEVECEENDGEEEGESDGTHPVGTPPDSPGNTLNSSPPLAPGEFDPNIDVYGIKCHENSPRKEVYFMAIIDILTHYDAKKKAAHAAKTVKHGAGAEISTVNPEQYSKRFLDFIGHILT
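Human PI5P4Kalpha with substrate in 0.038 M HEPES pH 7.4, 0.28 mM EGTA, 0.1% CHAPS, 5% DMSO; reaction started with 5 microM ATP (final), 60 min at room temperature. ADP formed read by ADP-Glo luminescence.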
HEK293 tox = qHTS of GLP-1 Receptor Inverse Agonists: Cytotox Screen | HEK293 cAMP-luciferase reporter cells, luminescence, 24 h | Potency, µM (titrated, usually from 38.3 µM), for the others: at the top dose activity change, negative = inhibition, most hits filed as inhibitors | 410,000 tested, 0.13% active | AID 624418, 2012;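 further: loss of luciferase light is scored as toxicity; potency means the concentration at half of the fitted maximal effect; on the % scale 0 is the no-effect control and ±100 the full control effect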
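A 23 nL compound transfer followed 12 hours of cell culture at 37 deg C; exposure then lasted 24 hr. Luciferase assay detection reagent was dispensed and plates read for luminescence after a 12 min room-temperature wait.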
D3 ag = qHTS of D3 Dopamine Receptor Agonist: qHTS. D(3) dopamine receptor (Homo sapiens), P35462. D3R DiscoveRx beta-arrestin cells, luminescence, 90 min. max activation, %. 410,000 tested, 0.58% active; in the data active means max activation above about 30%; further: 0% is about no effect; mostly tested at two doses, the higher about 12 µM
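Agonist mode: compounds and dopamine controls were applied to plated cells for 90 min at 37 degrees C after an overnight attachment at 1500 cells/well. Luminescent read-out followed 30 - 60 minutes at room temperature with DiscoveRx detection reagent.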
IL-2 act = qHTS of IL-2 Activators; activation, % (series mostly up to about 46 µM); IL-2 activation reporter assay, cell-based qHTS; stimulated with anti-CD3/CD4/CD28 beads; in transgenic mouse T cells; 360,000 tested, 0.065% active; AID 652025, 2013; in the data active means activation above about 50%; inconclusive means mostly about 30% to 49%; further: 0% is about no effect
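Screening format: compound pinned onto unstimulated transgenic mouse T cells, 60 min incubation, then anti-CD3/anti-CD4/anti-CD28 bead stimulation for 18 hours at 37 degrees C, followed by EGFP and DsRed detection.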
GLP1R ag = qHTS of GLP-1 Receptor Agonists; Potency, µM (series often up to 45.6 µM), for inactives: top-dose activation, most hits filed as activators; 380,000 tested, 0.007% active; HEK293 GLP-1R CRE-luciferase, luminescence, 4-6 h; cells express a hypersensitive GLP-1R form; Glucagon-like peptide 1 receptor (Homo sapiens), P43220; further: potency means the concentration at half of the fitted maximal effect; % of control where 0% means no effect
Target sequence (P43220 whole entry, looked up): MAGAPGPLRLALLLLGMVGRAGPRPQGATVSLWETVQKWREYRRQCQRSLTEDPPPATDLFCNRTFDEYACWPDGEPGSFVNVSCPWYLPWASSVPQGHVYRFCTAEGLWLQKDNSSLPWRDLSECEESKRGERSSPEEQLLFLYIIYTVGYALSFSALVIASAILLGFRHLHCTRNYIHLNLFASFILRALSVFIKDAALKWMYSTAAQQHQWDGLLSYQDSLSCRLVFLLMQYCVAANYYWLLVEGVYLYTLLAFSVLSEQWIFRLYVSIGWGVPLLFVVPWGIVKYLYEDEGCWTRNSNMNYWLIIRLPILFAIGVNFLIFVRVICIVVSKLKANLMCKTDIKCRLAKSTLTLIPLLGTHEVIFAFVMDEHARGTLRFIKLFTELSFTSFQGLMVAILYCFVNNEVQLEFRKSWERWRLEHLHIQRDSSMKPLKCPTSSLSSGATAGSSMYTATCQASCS
GLP-1R inv ag = qHTS of GLP-1 Receptor Inverse Agonists (Inhibition Mode) | Glucagon-like peptide 1 receptor (Homo sapiens), P43220 | HEK293 GLP-1R CRE-luciferase, luminescence, 24 h; GLP-1R form is constitutively active | Potency, µM (titrated, usually from 38.3 µM), for the others: at the highest dose activity change, negative = inhibition, usual class: inhibitors | 410,000 tested, 1.6% active | AID 624417, 2012; further: potency means the concentration at half of the fitted maximal effect; on the % scale 0 is the no-effect control and ±100 the full control effect; nearly all actives have a fitted effect of over 55% in size
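HEK293 cells stably co-expressing constitutively active GLP-1R and a cAMP-responsive luciferase reporter were seeded in DMEM with 10% Nu serum, given compounds after 12 h, and incubated 24 h at 37 deg C. Luminescence was then read.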
DRD3 antagonist = qHTS of D3 Dopamine Receptor Antagonist: qHTS; D3R cells, DiscoveRx beta-arrestin luminescence, antagonist mode; stronger effect = lower value; max response, negative = inhibition, %; 360,000 tested, 2.5% active; AID 652054, 2013; in the data active means max response below about -50%; inconclusive means no clear call, values can overlap the other calls; further: on the % scale 0 is the no-effect control and ±100 the full control effect; mostly tested at two doses, the higher about 12 µM
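Cells expressing the human receptor were seeded at 1500 cells/well, incubated overnight at 37 degrees C in 5% CO2, then exposed to library compounds with dopamine controls for 90 minutes at 37 degrees C before luminescent detection.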
Starred values were filed as active, the others as inactive; u = inconclusive; x = not tested or not shown; [ ] = remark or other dose. Unless noted, the call rests on the fitted dose curve; in most records, active means well fitted curve in the direction sought with a large enough effect; inconclusive means small, poorly fitted or top-dose-only effect, or another doubt; inactive means no such curve, though single readings can be large; an effect the other way counts as inactive or inconclusive.

SMILES | PLK1 PBD block | WRN helicase inh | PI5P4K alpha inh | HEK293 tox | D3 ag | IL-2 act | GLP1R ag | GLP-1R inv ag | DRD3 antagonist
Cc1nc(C)c(-c2csc(Nc3ccc(O)cc3C)n2)s1 | 27µM* | 9% | -3 | -26% | -6 | -0.6 | u | 137%[activator] | 2
Nc1ncnc(Sc2ncccn2)c1[N+](=O)[O-] | u | -14% | 1 | 11µM* | -20 | -0.7 | -5% | u | -84*
CC1CC(C)CN(C(=O)CCNC(=O)Cn2ccc3ccccc3c2=O)C1 (stereo not given) | -17% | 7% | -2 | -1% | 2 | 2.4 | 12% | 0% | 3
COc1ccc(S[C@@H](CCN2CC[C@H](NC(=O)OCc3ccccc3)CCC2=O)c2ccccc2)cc1 | -8% | -10% | 14 | -3% | -28 | -0.9 | -3% | 3.2µM* | 0
Cc1cc(=O)n2nc(N3CCCC(C(=O)N4CCc5ccccc54)C3)sc2n1 (stereo not given) | -1% | -3% | -7 | 2% | 1 | -0.3 | -17% | u | -27
COc1cccc(C(=O)NC2CC(C)(C)NC(C)(C)C2)c1OC | -13% | 3% | 3 | -13% | -1 | -0.6 | 6% | -4% | -7
CN(C)S(=O)(=O)c1ccc(N2CCCC2)c(C(=O)NC(c2ccccc2)c2ccccc2)c1 | 3% | 4% | 0 | -16% | -2 | -4.7 | 2% | 0% | 16
COc1cccc(C2CC(C(F)(F)F)n3ncc(C(=O)Nc4c(C)n(C)n(-c5ccccc5)c4=O)c3N2)c1 (stereo not given) | -4% | -4% | 0 | -1% | 0 | 0.4 | 2% | u | -6
Cc1cc(Cl)c2oc(C(=O)NC3CCC(O)CC3)c(C)c2c1 (stereo not given) | 0% | -13% | 5 | -16% | -10 | 0.0 | 28% | 32%[activator] | 8
COc1ccc(Cl)cc1S(=O)(=O)N1CCN(Cc2ccc3c(c2)OCO3)CC1 | -7% | -4% | x | -4% | -5 | 2.8 | -1% | 0% | 5
O=C(CCc1ccc(S(=O)(=O)NC2CCCCC2)cc1)NCc1ccccn1 | 2% | 10% | -5 | -17% | 3 | 0.5 | 11% | 8% | 2
CCOCCCNC(=O)C1CCCN(S(=O)(=O)c2cccc3nsnc23)C1 (stereo not given) | -12% | 14% | -12 | 4% | 2 | 0.3 | 9% | -5% | 14
CCC(=O)Nc1cc2c(cc1C(=O)CC)OCCO2 | -2% | 3% | 1 | -1% | 4 | 0.4 | 11% | 18% | 14
CCOc1ccc(NC(=O)CSc2nnc(C)n2CC2CCCO2)cc1 (stereo not given) | -1% | -6% | 9 | -5% | 3 | 0.1 | 1% | 1% | -3
NC(=O)CSc1nc2ccccc2nc1SCC(N)=O | 1% | -6% | 1 | 3%[7.66 µM] | 3 | -1.0 | 1% | 16%[7.66 µM] | 18
CCN(CC(=O)NC1CC1)S(=O)(=O)c1ccccc1 | 1% | 6% | 2 | u | 5 | -2.1 | 0% | 4% | 5
O=C(Nc1ccccc1C(=O)N1CCCCCC1)c1cccc(S(=O)(=O)N2CCOCC2)c1 | 2% | -7% | 8 | -5% | 5 | -0.3 | -3% | -6% | 24
CCCS(=O)(=O)N1CCC(C(=O)NCc2ccc(F)cc2)CC1 | -3% | -3% | 8 | 12% | 11 | -1.7 | -14% | 9% | 4
CC(=O)Nc1ccc(S(=O)(=O)Nc2cccc(S(=O)(=O)N(C)c3ccccc3)c2)cc1 | 3% | -7% | -7 | -3% | -2 | -4.6 | 7% | 12% | -13
COc1cccc(/C=N/NC(=O)CC2C(=O)NN=C2C)c1OC (stereo not given) | -3% | 5% | -4 | 12% | 5 | -2.0 | 9% | -1% | 24
Cc1nc2sccn2c1P(c1c(C)nc2sccn12)c1c(C)nc2sccn12 | -1% | -2% | x | -9% | 4 | 1.2 | -5% | u | 9
CC(C)COc1ccc(C(=O)N/N=C/c2ccoc2)cc1 | -9% | -2% | -2 | -29% | 0 | -1.0 | 5% | 16% | -1
CCOC(=O)c1oc2ccccc2c1COC(=O)CNC(=O)c1cccc(C)c1 | -1% | -11% | 9 | 3% | 5 | 0.8 | 1% | 20% | 5
CC(C)c1c(O)ccc2c1CC[C@H]1C(C)(C)CCC[C@]21C | -18% | -10% | -7 | -25% | 2 | -0.7 | 0% | u | 15
COc1ccc(-c2ccc([C@H]3[C@@H]4C=CCC[C@@]4(C)C(=O)N3Cc3ccccc3)c(F)c2)cc1 | -5% | -6% | 3 | 31%[activator] | 13 | -0.4 | -5% | u | -4
O=C(CN1C(=O)c2cccc3cccc1c23)N1CCN(c2ccccc2)CC1 | -5% | 1% | 0 | 87%[activator] | -1 | -0.9 | -3% | -11% | -17
O=C(CN(C(=O)CCC(=O)Nc1nccs1)c1cccc(C(F)(F)F)c1)NCC1CCCO1 (stereo not given) | 1% | -6% | 10 | 9% | 2 | -0.8 | 4% | 5% | 3
CCCC[n+]1ccn(C2=C([O-])c3ccccc3C(=O)/C2=N\S(=O)(=O)c2ccc(Cl)cc2)c1 | -2% | 8% | -3 | -14% | -1 | -2.2 | -4% | -27% | -15
CCc1noc(C)c1C(=O)Nc1nc2ccc(OC)cc2s1 | -11% | -1% | -2 | -3% | -2 | 3.4 | 19% | 0% | -12
COc1cc(C2CC(=O)NC3=C2C(=O)CC(C)(C)C3)ccc1O (stereo not given) | -7% | 2% | -9 | 2% | -1 | -0.2 | 4% | 9% | u
CCN(CCn1cccn1)Cc1cn[nH]c1-c1ccc(-c2ccccc2)cc1 | 2% | 0% | 2 | -12% | 2 | -2.7 | 3% | u | 2
Cc1ccc(-c2ccc(=O)n(Cc3ccc(F)cc3Cl)n2)cc1 | -1% | -11% | 1 | -1% | 8 | -2.9 | 19% | u | 19
CCOC(=O)C1=NOC2C(=O)N(c3ccc(Cl)cc3Cl)C(=O)C12 (stereo not given) | -7% | -30% | 0 | -1% | 1 | -0.3 | 10% | 2% | 8
CCCS(=O)(=O)N1CCCC(C(=O)NC(C)c2ccc3c(c2)OCCO3)C1 (stereo not given) | -3% | -6% | 4 | -4% | 3 | 1.5 | 2% | -18% | 12
CC(C)CNC(=S)NC1CC2CCCC(C1)N2Cc1ccco1 (stereo not given) | -1% | -11% | x | -13% | -12 | -0.8 | -3% | -2% | -20
COc1ccccc1N(Cc1cc2ccc(C)cc2[nH]c1=O)C(C)=O | -7% | -4% | 5 | -13% | 8 | 0.3 | 28% | 0% | 14
CN(C)c1ccc(C(=O)NC2CCCc3ccccc32)cc1 (stereo not given) | -6% | -1% | -6 | -8% | -1 | -0.1 | 20% | -30% | 8
CCOc1ccccc1NC(=O)CC1Nc2cc(C)c(C)cc2NC1=O (stereo not given) | -5% | -5% | -3 | 10% | -5 | 0.2 | 8% | -12% | -17
COCCN(C(=O)CCl)C(C(=O)NC1CCCCC1)c1ccccc1C (stereo not given) | -12% | -23% | -3 | u | -13 | -5.0 | -28% | 0% | u
Cc1nc(Nc2nc(CSc3ccc(Cl)cc3)cc(=O)[nH]2)nc2ccccc12 | -2% | 7% | -8 | -15% | -9 | 1.5 | -2% | 13% | -12
O=C1NC(=O)/C(=C/c2cccc3ccccc23)S1 | 27µM* | -10% | -28 | -16% | 4 | -1.4 | 2% | 4% | 5
CCN(CC(=O)Nc1ccc(Br)cc1)CC(=O)Nc1cc(C)on1 | -1% | -8% | 6 | -8% | -1 | -0.5 | 3% | -32% | 9

Some of the entries above, set out differently:
structure	PLK1 PBD block	WRN helicase inh	PI5P4K alpha inh	HEK293 tox	D3 ag	IL-2 act	GLP1R ag	GLP-1R inv ag	DRD3 antagonist
CCCS(=O)(=O)N1CCCC(C(=O)NC(C)c2ccc3c(c2)OCCO3)C1 (stereo not given)	-3%	-6%	4	-4%	3	1.5	2%	-18%	12
CC(C)CNC(=S)NC1CC2CCCC(C1)N2Cc1ccco1 (stereo not given)	-1%	-11%	x	-13%	-12	-0.8	-3%	-2%	-20
COc1ccccc1N(Cc1cc2ccc(C)cc2[nH]c1=O)C(C)=O	-7%	-4%	5	-13%	8	0.3	28%	0%	14
CN(C)c1ccc(C(=O)NC2CCCc3ccccc32)cc1 (stereo not given)	-6%	-1%	-6	-8%	-1	-0.1	20%	-30%	8
CCOc1ccccc1NC(=O)CC1Nc2cc(C)c(C)cc2NC1=O (stereo not given)	-5%	-5%	-3	10%	-5	0.2	8%	-12%	-17
COCCN(C(=O)CCl)C(C(=O)NC1CCCCC1)c1ccccc1C (stereo not given)	-12%	-23%	-3	u	-13	-5.0	-28%	0%	u
Cc1nc(Nc2nc(CSc3ccc(Cl)cc3)cc(=O)[nH]2)nc2ccccc12	-2%	7%	-8	-15%	-9	1.5	-2%	13%	-12
O=C1NC(=O)/C(=C/c2cccc3ccccc23)S1	27µM*	-10%	-28	-16%	4	-1.4	2%	4%	5
CCN(CC(=O)Nc1ccc(Br)cc1)CC(=O)Nc1cc(C)on1	-1%	-8%	6	-8%	-1	-0.5	3%	-32%	9
